Source: PubChem (several laboratories)
HSP90 inh – HSP90 refolding inhibition in rabbit reticulocyte lysate. actives 0.91% (n = 290,000). AID 1789. luciferase refolding luminescence, 3 h. inhibition, % at 5.6 µM;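 active = inhibition above the screen-wide mean plus 3 SD, computed separately per campaign, cut at about 16% in these data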;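 also: 0% = DMSO wells and 100% = 60 µM geldanamycin wells; inhibitors lower the luminescence because luciferase stays unfolded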
HSF1 inhib – HSF1 inhibition | AID 2098 | actives 0.77% (n = 300,000) | activity change, negative = inhibition, % at 7.5 µM (by protocol) | NIH3T3-HGL HSE-luciferase, MG132-induced, luminescence 8 h; active compounds read low;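 active = more than half of replicate wells show activity change below -50%, luminescence cut by over half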;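 also: luciferase reports HSF-1 transcriptional activity via heat shock element; 0% = median of DMSO wells and -100% = zero luminescence signal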
GSK3A inh – human GSK-3 alpha kinase inhibition; P49840; ADP-Glo luminescence, 60 min; inhibition, % at 10 µM; actives 0.1% (n = 320,000); AID 2650;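 in the data active = inhibition above about 50%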;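 also: GST-tagged GSK-3 alpha with peptide substrate and 25 µM ATP; 0% = DMSO neutral wells and 100% = GW8510 positive control wells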
Target sequence (P49840 whole entry, looked up): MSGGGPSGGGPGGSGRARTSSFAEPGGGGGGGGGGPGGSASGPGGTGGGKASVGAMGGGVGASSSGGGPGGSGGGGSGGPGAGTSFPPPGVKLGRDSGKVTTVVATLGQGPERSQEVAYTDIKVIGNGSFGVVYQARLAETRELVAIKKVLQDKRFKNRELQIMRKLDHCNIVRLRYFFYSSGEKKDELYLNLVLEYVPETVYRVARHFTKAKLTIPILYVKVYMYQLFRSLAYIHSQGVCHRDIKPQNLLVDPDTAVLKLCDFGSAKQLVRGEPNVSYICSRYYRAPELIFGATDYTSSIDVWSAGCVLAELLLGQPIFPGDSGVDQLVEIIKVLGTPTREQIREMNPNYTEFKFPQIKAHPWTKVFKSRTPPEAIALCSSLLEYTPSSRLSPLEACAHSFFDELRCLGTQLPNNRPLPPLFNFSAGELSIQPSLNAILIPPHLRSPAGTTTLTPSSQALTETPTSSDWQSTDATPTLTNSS
IEC-6 tox – kills IEC-6 intestinal cells in KLF5 counter-screen; IEC-6 cytotoxicity, luminescence viability; inhibition, % at 5 µM; actives 0.78% (n = 290,000); AID 1825; in the data active = inhibition above about 22%;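 also: 0% = plate median of test compound wells and 100% = cytotoxic reference compound wells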
KLF5 inhibitor – suppresses KLF5 promoter-driven expression | DLD-1 KLF5 promoter-luciferase reporter, luminescence | inhibition, % at 5 µM | actives 0.23% (n = 290,000) | AID 1700;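 active = inhibition above a per-plate limit of that plate's mean compound inhibition plus 3 SD, cut at about 60% in these data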;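 also: 0% = DMSO wells and 100% = LY294002 at 200 µM; higher means less KLF5 promoter-driven luciferase light; inactives centre near -14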
Platelet DG rel – modulates dense granule release in human platelets; human platelet-rich plasma, SFLLRN dense granule ATP release, luminescence; inhibition, %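 (compounds screened at 7.5 µM in platelet-rich plasma)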; actives 0.22% (n = 300,000); AID 1663;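 active = mean replicate score, as percent of positive control, at or above 50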
GSK3B inh – inhibitors of human GSK3beta kinase. P49841. GST-GSK3beta kinase, ADP-Glo luminescence, 60 min; active compounds read low. activity score (negative = inhibition), % at 10 µM. actives 0.038% (n = 300,000). AID 2097;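 active = more than half of replicate wells score below -50%, meaning over 50% inhibition versus plate controls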;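 also: 0% = median DMSO wells and -100% = median GW8510 positive control wells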
Target sequence (P49841 whole entry, looked up): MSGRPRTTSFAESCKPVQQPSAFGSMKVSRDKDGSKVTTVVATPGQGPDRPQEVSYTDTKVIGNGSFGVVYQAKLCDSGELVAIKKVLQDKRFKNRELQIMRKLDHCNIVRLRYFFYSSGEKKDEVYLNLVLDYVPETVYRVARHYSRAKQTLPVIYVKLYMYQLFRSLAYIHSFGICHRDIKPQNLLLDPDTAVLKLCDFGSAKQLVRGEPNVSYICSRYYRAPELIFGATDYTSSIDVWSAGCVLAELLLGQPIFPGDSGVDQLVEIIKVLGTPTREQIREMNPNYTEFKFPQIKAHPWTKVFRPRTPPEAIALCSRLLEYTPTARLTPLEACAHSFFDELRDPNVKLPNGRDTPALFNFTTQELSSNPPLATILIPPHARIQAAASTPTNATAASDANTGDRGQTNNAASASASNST
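Test system: GST-fused GSK3beta enzyme, cell-free | Quantity: 1.6 ng GST-GSK3beta enzyme per well | Reagent: 25 µM ATP with peptide substrate | Schedule: 60 min enzyme reaction, room temperature | Signal: Luminescent ADP-Glo measurement of ADP formed | Read-out basis: Score relative to plate controls | Control set: DMSO and 20 µM GW8510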
HSF-1 act – increases HSF-1 driven luciferase reporter signal; activation, % at 9 µM; actives 1.7% (n = 300,000); NIH3T3-HGL HSF-1 luciferase reporter, MG132, 8 h; 100% = twice DMSO control signal; AID 504408;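 active = mean replicate activation of at least 50% with a set share of replicates each reaching 50%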;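 also: 0% = median of the neutral control wells and 100% = twice that signal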
DYRK1A inh – Dyrk1A (rat) kinase inhibition; Q63470; ADP-Glo luminescence, NFATc1 peptide; inhibition, % at 12.5 µM; actives 0.43% (n = 310,000); AID 504441; in the data active = inhibition above about 50%;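 also: plate controls were vehicle with enzyme for no effect and no enzyme for full effect; many of its hits are not listed in these tables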
aSyn UTR inh – 5' untranslated region of α-synuclein, MLPCN primary screen | inhibition, % (tested at 7.5 µM) | alpha-synuclein 5'UTR reporter, inhibitor activity | actives 0.82% (n = 300,000) | AID 1813; in the data active = inhibition above about 60%;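 also: H4 neuroglioblastoma cells stably carrying SNCA 5'UTR luciferase fusion; 0% = DMSO wells and 100% = positive control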
* hit, by the source's call; . = not tested or not shown; & = joins results of further samples. Some of the compounds tested. The share of hits here may be higher or lower than overall.

SMILES	HSP90 inh	HSF1 inhib	GSK3A inh	IEC-6 tox	KLF5 inhibitor	Platelet DG rel	GSK3B inh	HSF-1 act	DYRK1A inh	aSyn UTR inh
NS(=O)(=O)c1ccc(CCNC(=O)c2ccc(Cl)cc2[N+](=O)[O-])cc1	1.1	-11.9	0.6	4.0	-19.3	-1.2	4.1	-9.8	-1.6	-4.5
CN1C(=O)OC2(C)CCc3ccccc3C12C (stereo not drawn)	-4.0	5.4	.	3.0	-30.0	-2.3	-2.3	10.9	4.3	15.4
CNc1c(-n2cc(C(=O)OC)c(C(=O)OC)c2C(=O)OC)c(=O)n(C)c(=O)n1C	-1.3	-2.7	11.8	0.9	-8.5	-3.1	-0.4	8.6	-0.4	-28.5
Cc1ccc(NC(=O)CC2C(=O)NCCN2C(=O)c2ccc(F)cc2)cc1 (stereo not drawn)	-0.7	-10.7	5.9	7.3	-12.0	38.3	-2.1	7.1	.	-0.1
COc1cccc(-c2ocnc2C(=O)Nc2ccc(N3CCOCC3)cc2N2CCOCC2)c1	-1.1	6.0	-3.0	-10.8	-22.9	1.1	-0.7	21.9	-2.3	-3.7
Cn1cnnc1SCC(=O)NC1CCCCCC1	1.0	-4.6	-1.1	8.9	-25.4	1.7	5.0	0.4	2.0	9.2
CN(C)c1cc[nH]c(=O)c1C#N	-2.6	-6.9	-1.9	0.4	-2.5	-4.1	-0.1	3.3	1.5	-3.9
O=C(c1nc(-c2ccccc2)n(-c2ccccc2)n1)N1CCCCCC1	2.4	-8.6	0.1	-0.8	-8.7	1.8	1.9	-4.5	-1.6	2.7
O=C(c1cc(-c2ccccc2)nc2ccccc12)N1N=C(C(F)F)CC1(O)C(F)F (stereo not drawn)	0.3	8.4	-1.3	2.0	12.8	-1.5	1.9	11.0	7.3	22.1
Clc1ccc(Oc2nc3ccccc3n3cccc23)cc1	1.0	.	-3.5	-0.4	-14.1	-1.8	-4.7	.	1.5	4.4
CSc1nc(C)c(CCOCc2ccccc2)c(=O)[nH]1	3.6	-2.0	1.3	5.7	12.6	-1.0	1.9	6.7	0.4	4.1
CC(=O)c1cc(CN2CCC(C(=O)Nc3cccc(-c4cscn4)c3)CC2)cs1	-6.0	-4.4	1.6	-12.7	-45.5	0.9	3.1	8.1	0.3	15.2
CCOc1ccccc1NS(=O)(=O)c1csc(C(N)=O)c1	-0.5	-6.8	-1.1	1.1	0.2	-5.6	-2.2	-2.3	-3.3	6.7
CC(=O)N(c1c(C)n(C)n(-c2ccccc2)c1=O)C1(C(=O)NC2CCCC2)CCCCC1	5.5	1.3	-0.1	-5.5	2.6	-5.0	0.0	-21.2	4.9	-12.6
COc1cc(NC(=O)C2=C(N3CCOCC3)/C(=C/c3ccc(Cl)cc3)CC2)cc(OC)c1OC	-2.9	30.9	0.1	-0.3	-13.4	-3.5	0.7	26.9	-5.0	-18.7
Fc1ccc2nc(N3CCCC3)sc2c1	0.6	22.4	-0.9	-3.2	-105.5	-3.9	-6.0	29.1	.	-199.8
CCOC(=O)c1ccccc1NC(=O)c1cccs1	-2.5	.	-0.9	0.6	-32.4	.	.	.	-7.3	.
CC(Oc1cccc(Cl)c1)C(=O)Nc1ccncc1 (stereo not drawn)	4.4	-8.1	2.2	0.4	-22.0	-4.9	-2.0	13.2	2.0	-3.0
N=c1c[n+](N2CCOCC2)[n-]o1	3.8	-5.7&-0.7	1.8&-2.4	3.9	-14.7	-0.5&-2.7	-2.2&-2.0	-27.1&13.4	-1.2	-19.0&-9.6
O=C(CCc1ccccc1)NC1CCSC1=O (stereo not drawn)	2.8	-3.3	-0.4	-1.1	16.7	0.3	-8.7	-7.4	-3.1	-6.3
C[C@@H]1CC=C[C@H]2[C@H]1C(=O)N(Cc1ccccc1)[C@H]2c1ccc2ccccc2c1/C=C/c1ccccc1	.	-3.6	-2.8	.	.	13.2	0.0	-11.1	-2.9	21.1
Cc1ccc(NC(=O)CN2CCOCC2)c(Br)c1	1.3	7.4	-1.6	0.8	-45.0	5.0	-2.7	11.3	3.6	-33.2
Cn1c(-c2ccc(F)cc2)cnc1NCc1ccc(C#N)cc1	-3.2	-3.0	-2.1	-2.7	-1.3	4.1	2.7	6.6	3.8	14.8
COc1ccccc1S(=O)(=O)Cc1ccc(C(=O)NCCN(C)C)o1	-2.6	7.0	-1.5	-1.0	-61.9	4.6	-5.0	1.5	3.7	3.6
CCN(CC)S(=O)(=O)c1cccc(C(=O)N[C@H](C(=O)NCc2ccccc2F)C(C)C)c1	0.9	0.6	-0.6	-0.3	-17.7	-0.1	0.8	-1.9	-0.6	24.3
COc1ccc(CC2CCOC2=O)cc1 (stereo not drawn)	1.5	-8.1	3.9	0.6	-35.1	0.4	0.8	6.0	-5.7	12.3
CC(C)CC(NC(=O)C1CCCCC1)C(=O)NC(C)c1ccccc1 (stereo not drawn)	-2.0	-1.2	0.2	-0.7	15.6	-4.1	0.2	16.0	0.4	23.8
Cc1nc2sccn2c(=O)c1S(=O)(=O)NCc1ccccc1Cl	-3.8	-1.0	-1.5	-19.9	-25.6	-12.6	-2.4	-2.8	1.8	3.3
COc1ccc(/C=C2\CCC(C3CCCC3)C2=O)cc1Cn1nc(C)cc1C (stereo not drawn)	2.7	8.7	-0.4	4.4	-2.0	10.1	1.0	8.2	-1.7	23.0
COC(=O)c1cccc(NC2CC(=O)N(c3ccc(OC)c(OC)c3)C2=O)c1 (stereo not drawn)	3.7	-1.9	-7.6	2.4	-11.6	0.0	-0.6	-1.3	5.0	-1.6

Copied from the list.
GSK3B inh with Cc1nc2sccn2c(=O)c1S(=O)(=O)NCc1ccccc1Cl → -2.4
HSP90 inh with CC(Oc1cccc(Cl)c1)C(=O)Nc1ccncc1 (stereo not drawn) → 4.4

Later entries:
SMILES	HSP90 inh	HSF1 inhib	GSK3A inh	IEC-6 tox	KLF5 inhibitor	Platelet DG rel	GSK3B inh	HSF-1 act	DYRK1A inh	aSyn UTR inh
COc1ccccc1C(=O)NC(=O)COC(=O)CCOc1ccccc1C	.	-0.8	-4.0	.	.	6.3	0.4	-5.6	-3.3	-1.0
CCn1c(CN2CCOCC2)nnc1SCC(=O)Nc1ccc(C(C)=O)cc1	1.7	-1.2	-2.6	1.7	-26.2	-7.5	-2.0	-4.3	-5.1	-1.8
COCC(=O)Oc1c(Sc2ccccc2[N+](=O)[O-])c(C)nn1C(C)(C)C	2.1	-3.7	-2.8	2.1	-2.5	-2.4	0.6	2.6	-1.2	8.8
CCC1CN(C(=O)N2CCC(C(=O)NCCc3ccccc3)CC2)c2ccccc2O1 (stereo not drawn)	-3.9	-1.2	0.3	-1.6	-8.6	14.6	2.3	0.0	-3.0	6.8
Clc1ccc(-c2cc(-c3ccccn3)on2)c(Cl)c1	38.6*	-11.4	-2.0	0.6	20.1	28.0	1.1	-11.7	0.1	108.4*
COc1ccc(C)cc1NC(=O)C(OC(=O)c1cnc(C)cn1)c1ccccc1 (stereo not drawn)	.	-2.2	-1.8	.	.	2.4	0.5	6.0	2.4	-4.8
Cc1c(N)cccc1-n1cnnn1	7.4	0.0	-4.3	1.1	-4.9	-4.4	9.4	-5.3	-7.3	-5.9
Cn1c(CNC(=O)c2ccc(F)cc2)cc2ccccc21	-2.5	0.7	-0.1	4.7	-33.6	4.7	-1.2	9.6	10.9	0.4
Cc1cc(C)c(-c2csc(NC(=O)C3=COCCO3)n2)c(C)c1	.	-3.9	-2.7	.	.	5.5	-2.7	-5.6	4.3	10.4
O=C(CSc1nnc(-c2cccs2)o1)OCc1ccccc1	.	-7.2	1.1	.	.	-6.3	3.6	-1.4	.	15.6
O=C(NCc1cccnc1)c1ccc(Br)s1	4.0	.	-0.2	-1.8	-9.4	-0.7	-1.8	.	6.6	-3.3
O=C(NCC(=O)N1CCN(c2ccccc2O)CC1)C1CCCCC1	.	2.1	1.0	.	.	-4.2	-2.8	10.6	14.2	-12.2
CCC(c1nnc(SCC(=O)Nc2ccc(N3CCOCC3)cc2)n1Cc1ccccc1)N(C)C (stereo not drawn)	.	-1.8	0.5	.	.	-0.7	2.0	4.6	11.1	0.0
c1ccc(SCc2cn(C[C@H]3CC[C@@H]([C@@H]4CC[C@H](Cn5cc(CSc6ccccc6)nn5)O4)O3)nn2)cc1	-6.0	1.7	-1.3	-2.9	-1.6	-3.1	2.0	14.8	7.1	8.1
O=C(NCc1ccncc1)C(=O)NCC1OCCCN1S(=O)(=O)c1ccc(F)cc1 (stereo not drawn)	-2.5	-8.1	-0.6	-6.3	-16.8	3.6	0.7	-8.0	-0.8	5.3
O=C(COC(=O)c1ccccc1C(=O)c1ccccc1)NCCc1ccccc1	0.6	16.9	-3.7	-0.7	6.8	-4.4	0.1	55.4*	-0.5	-6.1
COCCN1C(=O)C(=O)/C(=C(/O)c2ccc(S(=O)(=O)N3CCOCC3)cc2)C1c1ccc(OC)c(OC)c1 (stereo not drawn)	6.8	-15.2	2.9	5.3	-20.1	-2.5	-1.8	-19.5	-7.0	0.0
O=S1(=O)N=C2CCCCCN2C(c2ccc(Br)cc2)N1 (stereo not drawn)	-3.4	-9.5	-2.1	-3.9	-10.0	12.0	-0.1	-3.1	7.8	13.1
CCOC(=O)c1c(NC(=S)NC)sc2c1CC(C)(C)SC2	-1.3	-6.7	-1.8	1.5	-13.0	4.4	3.1	3.0	-2.2	12.5
COC(=O)c1ccc(NC(=O)CSc2nnc(-c3cccnc3)o2)cc1	.	6.0	0.5	.	.	-9.6	0.5	2.3	-1.9	-18.2
CCOc1ccc(-c2nc(-c3ccc(OC)cc3)no2)cc1OCC	0.9	-6.8	.	3.5	-4.8	-0.8	3.2	0.1	-8.9	-19.8
CCn1cnc2sc(C(=O)N(Cc3ccc(N(C)C)cc3)Cc3ccco3)c(C)c2c1=O	5.8	0.4	0.5	0.5	11.2	-0.2	2.0	10.7	-1.2	-3.9
O=C(C1CC1)N1CCc2cc(Br)cc(S(=O)(=O)N3CCOCC3)c21	9.1	.	-0.3	-3.9	-25.4	.	.	.	0.2	.
CS(=O)(=O)Nc1cccc(C2=NN(C(=O)c3ccccc3)C(c3cccs3)C2)c1 (stereo not drawn)	-1.1	7.7	-1.0	0.7	-21.6	2.2	2.1	15.6	-2.9	19.7
O=C(Nc1ccccn1)c1cccc(S(=O)(=O)N2CCOCC2)c1	3.4	4.5	-3.3	6.0	-18.0	0.9	1.0	8.9	6.6	6.0
N#Cc1cnc(NCc2ccc(Cl)cc2Cl)nc1	-3.0	1.9	0.0	-3.0	-20.4	-0.7	3.2	14.6	-0.8	17.9
O=C(CSc1nc2ccccc2c(=O)n1-c1ccc(F)cc1F)Nc1ccc2c(c1)CCC2	-1.2	2.5	1.5	-2.6	-0.1	13.7	1.0	8.1	24.4	49.0
CC(=O)c1sc(-c2ccc(Cl)cc2)cc1N	18.0*	4.5	0.4	-1.3	-0.3	3.8	-2.5	7.4	5.2	-31.4
